proCasp7 act: procaspase-7 activators, primary screen, counter-screen for procaspase-3 activator project, biochemical, absorbance, HTS, human; hit rate 0.093% among 330,000; activation, % at 8.5 µM; AID 463210, 2010; recombinant procaspase-7, Ac-DEVD-pNA absorbance 405 nm; D23A/D198A/D206A triple mutant, cannot self-cleave; scale: DMSO 0, 5 µM enzyme 100; Caspase-7 (Homo sapiens), P55210;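 active = percent activation above the screen-wide mean plus 3 SD, cut at about 25% in these data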
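signal = Epi-absorbance of released pNA at 405 nm, two timepoints | assay system = Uncleavable procaspase-7 mutant enzyme | reagent = Ac-DEVD-pNA substrate, 400 µM as added | times = 1 h enzyme–compound preincubation and 2 h substrate reaction, both 25 °C | benchmarks = low DMSO alone, high DMSO plus 5 µM PC-7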
proCasp3 act: activators of human procaspase-3 D3A mutant, primary screen, biochemical, absorbance, PC-3 D3A mutant, single concentration; Caspase-3 (Homo sapiens), P42574; recombinant procaspase-3 D3A, Ac-DEVD-pNA absorbance 405 nm; activation, % at 8.5 µM; hit rate 0.11% among 330,000;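 active = activation above the mean of all tested compounds plus 3 SD, cut at about 21% in these data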;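 note: 0% = DMSO alone and 100% = DMSO wells spiked with extra 5 µM PC-3 D3A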
Target sequence (P42574 whole entry D9A/D28A/D175A): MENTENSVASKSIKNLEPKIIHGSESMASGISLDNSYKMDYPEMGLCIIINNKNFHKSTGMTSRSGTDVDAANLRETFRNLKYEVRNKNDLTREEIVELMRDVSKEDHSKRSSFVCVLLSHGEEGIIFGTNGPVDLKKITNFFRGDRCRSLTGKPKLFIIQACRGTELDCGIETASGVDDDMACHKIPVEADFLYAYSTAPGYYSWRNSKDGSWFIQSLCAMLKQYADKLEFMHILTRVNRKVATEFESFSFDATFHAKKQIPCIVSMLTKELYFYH
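Compound: 8.5 µM single point, 0.8% DMSO / Material: Autoprocessing-dead procaspase-3 D3A mutant enzyme / Timing: 1 h preincubation plus 2 h reaction at 25 °C / Medium: Zinc-free HEPES/NaCl buffer with 0.01% Triton X-100 at pH 7.4 / Technique: 405 nm absorbance of p-nitroaniline, reads at 0 and 120 min / Repeats: one well per compound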
PP5 primary: PP5 phosphatase inhibitors, primary screen, biochemical, fluorescence. purified PP5c, OMFP substrate fluorescence. hit rate 0.18% among 320,000. Serine/threonine-protein phosphatase 5 (Homo sapiens), P53041. inhibition, % at 6.7 µM;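 active = inhibition above the campaign's mean inhibition across all tested compounds plus 3 SD, cut at about 9.5% in these data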;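 note: 0% = DMSO only and 100% = 100 µM cantharidin control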
VLA-4 inh: inhibition in human VLA-4 binding assay, primary screen, VLA-4 allosteric modulator project, MLPCN library, flow cytometry, VLA-4 expressing cells | Integrin alpha-4 (Homo sapiens), P13612 | ligand binding flow cytometry | inhibition, % (about 7 µM as worked out from the volumes in the protocol) | hit rate 0.2% among 330,000; in the data active = inhibition above about 50%
GASC-1 inh: inhibitors of GASC-1 histone demethylase, primary screen, biochemical, fluorescence, DELFIA europium; Lysine-specific demethylase 4C (Homo sapiens), Q9H3R0; GST-JMJD2C(1-420) H3K9me3 demethylation; inhibition, % at 2.35 µM; hit rate 0.069% among 330,000; AID 2099, 2009;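 active = more than half of a compound's replicate wells show inhibition beyond 50%, single wells judged on their own value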;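 note: signal counts dimethyl H3K9 product captured on neutravidin plate; 0% = median of DMSO wells and 100% = 0.3 times that DMSO median; strong numbers were not always called active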
PP1 counter: PP1-alpha phosphatase inhibitors, primary screen, counter-screen for PP5 inhibitor project, biochemical, fluorescence, OMFP substrate, single point; inhibition, % at 6.7 µM; purified PP1alpha; hit rate 0.9% among 320,000; AID 2235, 2010;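 active = inhibition above the mean inhibition of all tested compounds plus 3 SD, computed separately for each screening campaign, cut at about 15% in these data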
HCV core dimer: inhibitors of HCV core protein dimerization, primary screen, biochemical, TR-FRET, high-throughput | AID 1899, 2009 | inhibition, % at 5 µM | TR-FRET GST/Flag-core106 dimerization, 1536-well | hit rate 0.33% among 300,000;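 active = inhibition above the mean of all tested compounds plus 3 SD, set per screening campaign, cut at about 45% in these data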
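Material: GST/Flag-tagged HCV core106 proteins. Incubation: 4 h, 22.5 °C incubation. Read-out basis: inhibition (%) from 671 over 617 nm ratio. Measured by: TR-FRET, excitation 340 nm, emission 617 and 671 nm.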
Fh CTSL1 inh: Fasciola hepatica cathepsin L1 inhibitors, primary screen, counter-screen for PFM18AAP inhibitor project, biochemical, QFRET, fluorogenic peptide substrate. AID 1906, 2009. hit rate 0.49% among 300,000. recombinant F. hepatica cathepsin L1, Z-Leu-Arg-MCA fluorescence. inhibition, % at 5.96 µM;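 active = inhibition above the mean of all tested compounds plus 3 SD, set per screening campaign, cut at about 17% in these data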;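 note: 0% = plate median of test compound wells and 100% = 1 µM Z-Phe-Ala-diazomethylketone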
GRK2 inh: compounds blocking aptamer binding on GRK2 – biochemical, human GRK2, bead flow cytometry, HTS, primary screen | hit rate 0.59% among 330,000 | inhibition of aptamer binding, % at 10 µM | FAM-aptamer displacement from GRK2 | AID 488847, 2010;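 active = inhibition of aptamer binding above 40%, roughly 3 SD of noise, on plates passing a quality check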;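 note: median bead fluorescence of bound FAM aptamer so fluorescent compounds give negative values; no value below 0 was filed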
Target sequence (P25098 whole entry, looked up): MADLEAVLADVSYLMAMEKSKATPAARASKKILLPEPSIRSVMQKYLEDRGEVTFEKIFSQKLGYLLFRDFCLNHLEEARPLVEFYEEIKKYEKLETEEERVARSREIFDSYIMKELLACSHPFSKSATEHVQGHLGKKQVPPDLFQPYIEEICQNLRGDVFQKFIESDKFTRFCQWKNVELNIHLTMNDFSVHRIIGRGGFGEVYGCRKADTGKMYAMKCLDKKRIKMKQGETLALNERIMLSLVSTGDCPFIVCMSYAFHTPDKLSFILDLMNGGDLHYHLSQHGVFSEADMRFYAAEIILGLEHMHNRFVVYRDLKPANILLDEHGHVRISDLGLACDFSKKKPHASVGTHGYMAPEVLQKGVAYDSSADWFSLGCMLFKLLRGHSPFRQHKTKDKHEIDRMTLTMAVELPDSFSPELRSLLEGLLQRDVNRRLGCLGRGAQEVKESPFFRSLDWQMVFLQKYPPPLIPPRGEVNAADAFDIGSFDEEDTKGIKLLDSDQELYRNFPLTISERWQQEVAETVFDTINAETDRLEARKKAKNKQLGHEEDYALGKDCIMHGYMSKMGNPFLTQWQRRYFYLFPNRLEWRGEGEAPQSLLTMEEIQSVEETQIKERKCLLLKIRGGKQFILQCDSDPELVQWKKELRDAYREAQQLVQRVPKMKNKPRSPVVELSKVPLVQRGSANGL
* marks the source's active call; other numbers are inactive results; i = inactive; · = not tested or not shown. Outcome played no part in choosing rows (roughly 2.6% active in at least one column).

SMILES	proCasp7 act	proCasp3 act	PP5 primary	VLA-4 inh	GASC-1 inh	PP1 counter	HCV core dimer	Fh CTSL1 inh	GRK2 inh
COc1ccc(C)cc1NC(=O)C1CCCN(S(=O)(=O)c2cccc3nonc23)C1 (stereo not drawn)	1	-8	2.9	11	-1	4	10	2	0
CCN1/C(=C/c2ccc3ccccc3[n+]2CC)C=Cc2ccccc21	-9	-3	6.8	-5	-4	7	-12	5	14
O=C(CSc1n[nH]c(-c2cccs2)n1)N1CCCc2ccccc21	1	4	2.9	-3	8	-3	-5	-3	0
Cc1ccc(S(=O)(=O)CCC(=O)Oc2ccc(-c3nnco3)cc2)cc1	-9	6	0.5	6	-2	-1	-3	-25	0
CCN(C(=O)CN1CCN(c2cccc(C(F)(F)F)c2)CC1)c1c(N)n(Cc2ccccc2)c(=O)[nH]c1=O	5	2	0.9	10	i	-2	-1	6	2
CCCCCCSc1ccc([C@@H]2[C@@H]3C(=O)N(C)C(=O)[C@@H]3[C@]3(C(=O)OC)CCCCN23)cc1	0	6	·	-6	·	·	·	·	3
COC(=O)NC(=S)Nc1ccc(Oc2ccc(Cl)cc2)c(Cl)c1	-10	1	2.4	-5	-41	2	-2	0	0
O=C(O)c1ccc2oc(=O)c(S(=O)(=O)c3ccc(F)cc3)cc2c1	1	-2	-0.2	6	-18	1	-4	9	0
CCOC(=O)C1CCN(C(=O)c2cn(CCOC)c(=O)c3c2c2ccccc2n3C)CC1	11	0	0.6	6	-5	-1	1	2	0
CCn1nnnc1SCC(=O)N1c2ccccc2Sc2ccccc21	-4	4	1.4	9	-7	-3	2	7	4
COc1ccc(-c2nc(CSCC(=O)N3CCc4ccccc4C3)c(C)o2)cc1OC	-2	3	1.3	2	1	-8	6	-13	0
CCn1c(CNc2ccc(Cl)cc2)nnc1SCc1ccc(Cl)cc1	7	-1	5.8	14	7	0	4	0	0
O=[N+]([O-])c1cccnc1NCCc1ccccc1	-5	-7	0.2	19	-10	-3	-5	5	4
COc1cc(C)c(C(C)C)cc1S(=O)(=O)N1CCN(C)CC1	-4	-7	3.1	9	-36	0	1	-1	0
CCCC(C)C(=O)Nc1ccccc1C(=O)OCC (stereo not drawn)	-2	-2	0.4	0	-8	-3	10	4	2
C=CCNC(=O)Nc1ccc(F)cc1F	-1	0	2.9	26	-8	1	1	5	1
Cc1nc(-c2ccc(S(=O)(=O)Nc3ccc(Br)cc3Cl)s2)cs1	0	-3	5.4	3	16	1	16	-3	0
COc1ccc(OC)c(CN2C(=O)CCC2(C)C(=O)NC2CCCCCC2)c1 (stereo not drawn)	11	0	-1.9	4	7	-1	0	-3	0
CCCN1C(=O)N(c2cccc(C)c2)C(C)(O)CC1(C)C (stereo not drawn)	0	4	0.6	1	-6	-4	0	1	1
O=S(=O)(c1ccc2ccccc2c1)N1CCC(c2nc(-c3ccncc3)no2)CC1	1	-5	1.5	2	2	-5	6	4	8
Cn1ccnc1-c1nc2ccccc2[nH]c1=O	-8	-13	3.1	-7	-3	0	-5	9	0
Cc1cc(C)nc(NN2C(=O)/C(=C/c3ccc(O)cc3)SC2=S)n1	-18	4	3.6	-6	0	4	-11	0	84*
Cc1nccn1CCCN1C(=O)CNC1=S	-14	-28	2.6	5	2	-4	3	1	2
O=C1NC2(CCCCC2)C(=O)N1CCS(=O)(=O)Oc1ccccc1	-2	-1	2.7	5	-8	-3	-6	-2	0
Cc1ccc(NC(=O)CN(C)C(=O)COC(=O)c2oc3ccccc3c2C)cc1	-4	11	-0.7	3	·	-2	·	·	2
C/C(=N\NC(=O)c1nc(C)cc(C)n1)c1ccccc1	14	-4	-4.0	13	-27	2	0	4	0
C=CCn1c(SCC(=O)Nc2ccc(N(C)C)cc2)nnc1-c1cccc(C)c1	1	-3	0.1	10	10	2	6	3	2
O=C(COC(=O)c1cc(NS(=O)(=O)c2cccs2)ccc1O)Nc1ccccc1	-4	5	0.0	15	13	-3	-2	0	0
O=C(c1ccco1)N1CCCN(C(=O)c2ccco2)CC1	4	8	-0.8	1	1	-3	1	1	2
COc1ccc(C(=O)NC(=S)NCC2CCCO2)cc1 (stereo not drawn)	-1	9	1.4	-9	1	-1	2	-2	4
Cc1[nH]n(-c2ccccc2)c(=O)c1C(=O)c1ccc(Cl)cc1	-7	-1	-2.7	0	7	-4	1	-1	0
CCC(=O)Nc1ccccc1C(=O)N1CCOCC1	3	-2	-1.9	6	113	-5	0	6	38
O=C(c1ccccc1Oc1ccccc1)N1CCN(c2ccccc2)CC1	-9	1	-0.3	15	31	-4	9	-7	2
O/N=C/c1cc(Br)ccc1OCc1ccc(F)cc1	7	-1	4.0	-31	6	4	-5	-7	0
CN(CC(=O)NC1CCN(Cc2ccccc2)CC1)S(=O)(=O)c1ccc2c(c1)c(=O)n(C)c(=O)n2C	-2	12	-2.0	10	-3	-1	1	1	0
CCOC(=O)C1(CCOC)CCN(C/C=C/c2ccccc2OC)CC1	17	0	0.6	6	1	1	-4	2	0
CC(=O)c1nc(N2C(=O)CC(Cc3cccc(C)c3)C2=O)sc1C (stereo not drawn)	13	-7	1.8	22	-2	-4	-2	-8	2
Cc1ccc(C(=O)CN(C(=O)c2ccc(Cl)cc2)N2C(=O)c3ccccc3C2=O)cc1	1	2	0.0	2	9	0	2	-1	1
O=C(CSc1n[nH]c(=O)n1-c1cccnc1)Nc1ccccc1	6	4	0.6	-16	0	-2	1	1	1
O=C(NNC(=O)c1ccccc1F)C1=NN(c2ccccc2)C(=O)CC1	-3	-3	3.6	6	0	2	-3	-13	0
N#CC1=C(SCC(=O)c2ccc(Br)cc2)NC2=C(C(=O)CCC2)C1c1ccco1 (stereo not drawn)	-6	-9	4.7	-12	·	9	9	3	1
C(=N\N1CCOCC1)/c1ccsc1	1	2	-0.3	19	-15	1	-15	1	1
COc1ccc(C(=O)NC(C)c2nnc(SCC(=O)Nc3nc4ccccc4s3)n2C)cc1 (stereo not drawn)	-6	-5	-1.8	-10	6	-1	2	4	1
CC1CN=C(N(C(=O)Nc2ccccc2)C(C)c2ccccc2)S1 (stereo not drawn)	6	-10	1.2	-4	12	-2	-1	-6	1
CCCCC/C=C\C/C=C\C/C=C\CCCCC(=O)O	-12	-9	4.5	-3	·	-13	18	34*	3
COc1ccc(Br)cc1CN(C)C(=O)C1CC(=O)N(C2CCCC2)C1 (stereo not drawn)	-8	8	·	2	-4	·	·	·	1

Sorted by molar mass (descending): 11 of the compounds above
SMILES	proCasp7 act	proCasp3 act	PP5 primary	VLA-4 inh	GASC-1 inh	PP1 counter	HCV core dimer	Fh CTSL1 inh	GRK2 inh
CN(CC(=O)NC1CCN(Cc2ccccc2)CC1)S(=O)(=O)c1ccc2c(c1)c(=O)n(C)c(=O)n2C	-2	12	-2.0	10	-3	-1	1	1	0
COc1ccc(C(=O)NC(C)c2nnc(SCC(=O)Nc3nc4ccccc4s3)n2C)cc1 (stereo not drawn)	-6	-5	-1.8	-10	6	-1	2	4	1
N#CC1=C(SCC(=O)c2ccc(Br)cc2)NC2=C(C(=O)CCC2)C1c1ccco1 (stereo not drawn)	-6	-9	4.7	-12	·	9	9	3	1
COc1ccc(Br)cc1CN(C)C(=O)C1CC(=O)N(C2CCCC2)C1 (stereo not drawn)	-8	8	·	2	-4	·	·	·	1
CCOC(=O)C1(CCOC)CCN(C/C=C/c2ccccc2OC)CC1	17	0	0.6	6	1	1	-4	2	0
O=C(c1ccccc1Oc1ccccc1)N1CCN(c2ccccc2)CC1	-9	1	-0.3	15	31	-4	9	-7	2
CC1CN=C(N(C(=O)Nc2ccccc2)C(C)c2ccccc2)S1 (stereo not drawn)	6	-10	1.2	-4	12	-2	-1	-6	1
O=C(CSc1n[nH]c(=O)n1-c1cccnc1)Nc1ccccc1	6	4	0.6	-16	0	-2	1	1	1
Cc1[nH]n(-c2ccccc2)c(=O)c1C(=O)c1ccc(Cl)cc1	-7	-1	-2.7	0	7	-4	1	-1	0
CCCCC/C=C\C/C=C\C/C=C\CCCCC(=O)O	-12	-9	4.5	-3	·	-13	18	34*	3
CCC(=O)Nc1ccccc1C(=O)N1CCOCC1	3	-2	-1.9	6	113	-5	0	6	38

High-throughput results deposited in PubChem by several laboratories.
